MEKK2 WT-MEK5 – modulators of MEK5 binding to wildtype MEKK2, primary screen, biochemical, multiplex bead flow cytometry, Alexa488-MEK5. binding response (% of control), % at 10 µM. Mitogen-activated protein kinase kinase kinase 2 (Homo sapiens), Q9Y2U5. Alexa488-MEK5 binding to MEKK2 WT; actives lie on both sides. 290,000 tested, 1.1% active. AID 1531, 2009; in the data active means binding response below about 67% or above about 130%
DNA FID counter – compounds displacing fluorescent DNA intercalator, primary screen, artefact control for HCV NS3 helicase inhibitor project, biochemical, FID fluorescence | DNA fluorescent intercalator displacement | inhibition, % at 7.9 µM | 290,000 tested, 0.17% active; in the data active means inhibition above about 37%;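 further: 0% = vehicle and 100% = reference compound; higher means more ethidium bromide displaced from hairpin DNA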
SUMO HTRF inh – inhibitors of in vitro SUMOylation cascade, primary screen, biochemical, HTRF, uHTS | HTRF SUMOylation assay, SAE1/SAE2 + UBC9 | inhibition, % at 35 µM | 290,000 tested, 0.36% active | AID 2006, 2009; in the data active means inhibition above about 50%, passing the limit was not always enough; further: strong numbers were not always called active
Target sequence (P63279 whole entry, looked up): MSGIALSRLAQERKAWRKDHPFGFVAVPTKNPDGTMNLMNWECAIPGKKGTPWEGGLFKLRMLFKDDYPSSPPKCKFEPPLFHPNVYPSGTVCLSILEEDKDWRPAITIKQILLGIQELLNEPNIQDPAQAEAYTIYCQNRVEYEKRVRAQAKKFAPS
NS3 helicase inh – inhibitors of HCV NS3 helicase, primary screen, biochemical, Cy5 molecular beacon fluorescence | Hepatitis C virus NS3 helicase | NS3 helicase DNA unwinding | inhibition, % at 10.9 µM | 290,000 tested, 0.56% active;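 active means inhibition above the mean of all tested compounds plus 3 SD, set per campaign, cut at about 35% in these data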;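 further: 0% = DMSO wells and 100% = thioflavine S control wells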
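System: HCV NS3 helicase fragment; control set: DMSO and thioflavine S; technique: Cy5 fluorescence at 0 and 60 min, beacon hairpin quenching; reagent: beacon DNA duplex substrate plus ATP; replicates: singlicate; schedule: 1 h reaction at 25 °C, ATP-initiated; medium: MOPS buffer pH 6.5 with MgCl2, DTT, Tween20, BSA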
IMP-1 inhibitor – IMP-1 metallo-beta-lactamase inhibitors, primary screen, biochemical, epi-absorbance readout, Pseudomonas aeruginosa enzyme. metallo-beta-lactamase IMP-1 (Pseudomonas aeruginosa). purified IMP-1, nitrocefin hydrolysis, epi-absorbance fluorescence. inhibition, % at 5.6 µM. 290,000 tested, 0.45% active;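 active means inhibition above the mean plus 3 SD of all compounds in the same screening run, cut at about 4.5% in these data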;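 further: 0% = IMP-1 with DMSO and 100% = DMSO wells lacking enzyme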
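System: Purified recombinant IMP-1 metallo-beta-lactamase enzyme | Measured by: Fluorescence quenching readout, ex 480/em 530 nm | Replication: Singlicate | Incubation: 15 min preincubation plus 25 min reaction at 25 °C | Evaluation: Percent inhibition from optical density relative to buffer-blank wells | Benchmarks: DMSO with and without IMP-1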
NALP1 yeast inh – NALP1 inflammasome inhibitors in reconstituted yeast, colorimetric, S. cerevisiae, triplicate retest; S. cerevisiae NALP1/ASC/caspase-1 growth, X-gal OD620, 72 h; inhibition, % at 10 µM; 280,000 tested, 0.61% active; AID 2071, 2009; in the data active means inhibition mostly above about 24%, no sharp cut-off; inactive means mostly below about 32%; further: some compounds called inactive have numbers as strong as hits
M18AAP inhibitor – PfM18AAP inhibitors, malaria aminopeptidase, primary screen, biochemical, QFRET, recombinant enzyme; H-Glu-NHMec fluorogenic cleavage; inhibition, % at 7.35 µM; AID 1822, 2009; 290,000 tested, 1.2% active; M18 aspartyl aminopeptidase (Plasmodium falciparum 3D7);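 active means inhibition above the campaign mean inhibition over all tested compounds plus 3 SD, cut at about 28% in these data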;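 further: 0% = plate median of test compound wells and 100% = 2 mM ZnCl2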
VIM-2 inhibitor – VIM-2 metallo-beta-lactamase inhibitors, primary screen, biochemical, epi-absorbance readout, Pseudomonas aeruginosa enzyme. purified VIM-2, nitrocefin hydrolysis, epi-absorbance fluorescence. inhibition, % at 5.6 µM. 290,000 tested, 0.89% active. AID 1527, 2009;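 active means inhibition above the mean of all tested compounds plus 3 SD, cutoff set per screening run, cut at about 7.5% in these data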;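 further: red hydrolysis product quenches plate fluorescence so inhibitors raise well fluorescence; 0% = enzyme with DMSO and 100% = DMSO without enzyme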
MEKK2mut PB1 HTS – MEK5 binding signal on mutant MEKK2 PB1, primary screen, biochemical, multiplex bead flow cytometry, Alexa488-MEK5; 290,000 tested, 0.35% active; Alexa488-MEK5 binding to MEKK2 mutant; percent response, % at 10 µM; AID 1530, 2009; in the data active means percent response above about 24%, passing the limit was not always enough; further: inactives centre near 1; some results filed as inactive read as strong as hits
* hit, by the source's call; . = no result given.

Compound	MEKK2 WT-MEK5	DNA FID counter	SUMO HTRF inh	NS3 helicase inh	IMP-1 inhibitor	NALP1 yeast inh	M18AAP inhibitor	VIM-2 inhibitor	MEKK2mut PB1 HTS
CCc1ccc(CNc2ccc3c(c2)ncn3CC)cc1	105	-3	28	-6	-3.4	11	7	-0.8	4
CCOC(=O)N1CCN(c2nc3c(C)cccn3c(=O)c2C=O)CC1	101	-22	16	-7	-2.3	1	-4	3.5	2
CN1CCC(N(C)C(=O)c2ccccc2F)CC1	103	4	3	-4	-1.3	16	-4	-0.4	2
Cc1sc2ncnc(SCC(=O)NC(=O)c3cccn3C)c2c1C	101	-8	20	10	-4.3	-3	4	-1.8	2
COCCCNC(=O)CCc1c(C)nc2c(c(C)nn2-c2ccc(C)cc2)c1C	105	-41	13	9	-2.1	8	-3	-0.2	1
CC(C)=CCC(C)(C)CNC(=O)NC1CCCCC1	105	-6	-3	0	-3.9	-86	-8	-4.5	18
CC(=O)c1cc(-c2ccccc2)n(CC(=O)N2CCN(C3CCCC3)CC2)c1C	111	-16	9	-3	-2.1	-18	-2	-4.0	11
CCN(CC)c1ccc(NC(=O)COc2ccc(N(C)S(=O)(=O)c3cccs3)cc2)cc1	96	-3	-8	-9	-2.2	-4	0	-0.4	0

(listing goes on)
Compound	MEKK2 WT-MEK5	DNA FID counter	SUMO HTRF inh	NS3 helicase inh	IMP-1 inhibitor	NALP1 yeast inh	M18AAP inhibitor	VIM-2 inhibitor	MEKK2mut PB1 HTS
CC(C)[C@@H]1NC(=O)c2cc([N+](=O)[O-])cc(I)c2NCCCC[C@@H](C(=O)NC(CC(=O)O)C(N)=O)NC(=O)[C@H](CO)NC1=O (some centres undefined)	96	-34	-11	8	-2.9	7	-4	-3.3	1
N#Cc1ccccc1Sc1ccccc1C(=O)OCC(=O)N1CCN(C(=O)c2ccco2)CC1	99	-25	26	2	-0.9	11	-8	0.7	1
CC(=O)c1cccc(NC(=O)CN2CCc3cc4c(cc3C2C)OCCCO4)c1 (centres undefined)	93	-15	5	-17	-2.5	28	2	-1.3	-9
Cn1c(CC(=O)Nc2ccccc2F)nnc1SCC(=O)Nc1nccs1	105	-8	0	-7	-3.5	11	-11	-3.0	9
COc1ccccc1Nc1nc2nonc2[nH]c1=O	88	8	12	14	-4.6	13	0	-4.5	-6
N/C(=N\OC(=O)COc1ccc(Cl)cc1Br)c1cccnc1	109	3	-2	-19	-2.8	2	-7	-2.1	9
COc1ccc(C(=O)N/N=C(\N)c2cc3ccccc3oc2=O)cc1	96	-2	-3	27	-3.5	4	0	0.1	-4
Cn1ccnc1C(O)c1ccccc1 (centres undefined)	102	0	17	-2	-2.0	4	-15	-0.6	1

(continued)
Compound	MEKK2 WT-MEK5	DNA FID counter	SUMO HTRF inh	NS3 helicase inh	IMP-1 inhibitor	NALP1 yeast inh	M18AAP inhibitor	VIM-2 inhibitor	MEKK2mut PB1 HTS
CN(CC(=O)Nc1ccc(F)cc1)CC(=O)Nc1ccc(Cl)c(S(=O)(=O)N2CCOCC2)c1	101	-37	11	2	-1.8	3	-4	-4.3	6
CCOC(=O)C1CCCN(C(=O)C(=O)Nc2ccc3nc4n(c(=O)c3c2)CCCCC4)C1 (centres undefined)	97	-36	6	-8	-0.7	5	-11	-2.5	-2
COc1cc(C2CC(=O)Oc3c(C(CCN4CCCC(C)C4)c4ccc(N(C)C)cc4)c(OC)cc(OC)c32)cc(OC)c1OC (centres undefined)	154*	.	-27	.	.	15	.	.	5
O=c1oc2ccc(Br)cc2cc1-c1nc2ccccc2o1	103	-1	4	18	1.4	-1	4	0.3	2
Cc1nc([N+](=O)[O-])cn1CC(=O)Nc1ccc2c(c1)OCO2	101	3	20	0	-0.9	-7	-3	0.0	0
COCCN1C2=C(COC(C)(C)C2)C(=S)NC1c1ccccc1 (centres undefined)	87	-5	25	4	-1.1	6	-10	0.3	-7
C/C(=N\N1CCN(c2ccc(Cl)cc2)CC1)c1cccs1	104	-15	9	5	-2.8	26	1	-1.9	-1
CCCCOc1ccc(/C=C/C(=O)OCC(=O)NC(=O)NCC(C)C)cc1OCC	110	-1	-2	-7	-1.0	22	0	-3.7	13

Additional structures follow.
Compound	MEKK2 WT-MEK5	DNA FID counter	SUMO HTRF inh	NS3 helicase inh	IMP-1 inhibitor	NALP1 yeast inh	M18AAP inhibitor	VIM-2 inhibitor	MEKK2mut PB1 HTS
O=S(=O)(N[C@H]1C[C@@H](NS(=O)(=O)OCC(Cl)(Cl)Cl)C2CCCCC21)OCC(Cl)(Cl)Cl (some centres undefined)	94	7	-12	12	0.2	-6	-3	1.8	-15
CC1=C(CC/C(C)=N/NC(N)=S)C(C)(C)CCC1	96	-1	-31	4	-5.0	1	18	-3.1	3
Cn1c(/C=N/n2cnnc2)nc2ccccc21	105	-1	33	-4	-3.1	-7	11	-1.6	2
O=C1C(=O)N(CCN2CCOCC2)C(c2ccncc2)/C1=C(/O)c1ccc2c(c1)OCO2 (centres undefined)	109	-5	7	-3	-0.9	2	14	-0.1	6
COc1ccc(NC(=S)NCC2CCCO2)c(C)c1 (centres undefined)	98	-5	5	5	-1.1	24	4	-2.0	2
O=C(/C=C/c1ccccc1)NCCSCc1ccccc1	101	-19	-8	3	0.7	34	-6	-1.0	-3
Cc1ccccc1OCCOC(=O)c1c(-c2ccccc2)noc1C	93	-23	-12	-7	-2.7	16	2	-1.5	-6
CCCN1CCN(c2ccc([N+](=O)[O-])cc2C#N)CC1	102	8	12	17	-3.7	3	-4	-1.9	-1

5 compounds from above, ordered by their value in IMP-1 inhibitor, ascending.
| SMILES | IMP-1 inhibitor |
| --- | --- |
| Cn1c(/C=N/n2cnnc2)nc2ccccc21 | -3.1 |
| Cc1ccccc1OCCOC(=O)c1c(-c2ccccc2)noc1C | -2.7 |
| O=C1C(=O)N(CCN2CCOCC2)C(c2ccncc2)/C1=C(/O)c1ccc2c(c1)OCO2 (centres undefined) | -0.9 |
| O=S(=O)(N[C@H]1C[C@@H](NS(=O)(=O)OCC(Cl)(Cl)Cl)C2CCCCC21)OCC(Cl)(Cl)Cl (some centres undefined) | 0.2 |
| O=C(/C=C/c1ccccc1)NCCSCc1ccccc1 | 0.7 |

Other records follow:
Compound	MEKK2 WT-MEK5	DNA FID counter	SUMO HTRF inh	NS3 helicase inh	IMP-1 inhibitor	NALP1 yeast inh	M18AAP inhibitor	VIM-2 inhibitor	MEKK2mut PB1 HTS
COc1cc(C(=O)NCc2ccncc2)cc(Br)c1OCc1ccccc1	101	-15	-20	-29	-1.6	34	2	-1.7	-5
COc1ccc(NC(=O)c2cc(-c3ccccc3)oc2C)cc1	107	-13	-2	1	-1.9	32	5	-1.9	0
COC(=O)/C=C1/S/C(=N/N=C/c2ccc(N(C)C)cc2)NC1=O	109	1	9	-3	-1.0	36	-5	1.1	6
CC(NC(=S)NC(=O)c1ccccc1Br)c1ccccc1 (centres undefined)	99	-15	-2	6	-2.3	-3	1	-0.8	-1
Cn1c(Cn2c(=O)sc3ccccc32)nnc1SCC(=O)N1CCOCC1	101	6	-1	7	-3.5	-77	-4	-2.0	3
CN1C(=O)N2CN(C3CCCCC3)CN3C(=O)N(C)C1C23 (centres undefined)	102	-5	6	-15	-5.3	-13	-14	-2.6	5
O=C(Nn1c(-c2ccncc2)nc2ccccc2c1=O)c1ccccc1Br	100	-3	6	-6	-0.6	-1	-18	1.0	-1
CC(NC1CCN(Cc2ccccc2)CC1)c1ccc(F)cc1 (centres undefined)	104	12	25	-6	-1.1	2	-3	0.4	4

Profiles, looked up by structure. Order of screens: MEKK2 WT-MEK5 | DNA FID counter | SUMO HTRF inh | NS3 helicase inh | IMP-1 inhibitor | NALP1 yeast inh | M18AAP inhibitor | VIM-2 inhibitor | MEKK2mut PB1 HTS
Record of COc1cc(C(=O)NCc2ccncc2)cc(Br)c1OCc1ccccc1 : 101 | -15 | -20 | -29 | -1.6 | 34 | 2 | -1.7 | -5
Record of O=C(Nn1c(-c2ccncc2)nc2ccccc2c1=O)c1ccccc1Br : 100 | -3 | 6 | -6 | -0.6 | -1 | -18 | 1.0 | -1

Additional entries follow.
Compound	MEKK2 WT-MEK5	DNA FID counter	SUMO HTRF inh	NS3 helicase inh	IMP-1 inhibitor	NALP1 yeast inh	M18AAP inhibitor	VIM-2 inhibitor	MEKK2mut PB1 HTS
Nc1ncnc2c1C1(CCCCC1)Cc1ccccc1-2	96	-12	16	-5	-3.3	27	1	-4.5	-1
COc1ccc(S(=O)(=O)N2CCOC2CNC(=O)C(=O)NCC(C)C)cc1OC (centres undefined)	98	-16	-18	-5	-1.8	6	-1	-2.1	0
CCOC(=O)c1ccc(S(=O)(=O)N2CCN(CC(O)COc3cccc(C(C)=O)c3)CC2)cc1 (centres undefined)	100	-19	26	-12	0.4	12	-5	1.6	4
CCOC(=O)c1c(-c2cccs2)csc1NC(=O)CN1CCOCC1	104	-7	14	-3	-1.7	15	1	-3.9	0
C=CCn1c(SCCC(=O)O)nc2c1c(=O)n(C)c(=O)n2C	86	-5	23	15	-1.4	29	-5	-1.6	-6
COc1ccc(NC(=S)N2CCN(C/C=C/c3ccccc3)CC2)c(OC)c1	110	-9	6	-10	-2.5	-24	2	-2.0	7
O=C(Nc1cccnc1)c1ccc2snnc2c1	108	-6	3	12	-4.1	4	-22	-4.5	4
O=C(CCN1CCC(c2ccc(Cl)s2)=N1)c1ccc(Cl)s1	91	-4	8	5	-0.6	-1	-1	-1.6	-11

(further entries)
Compound	MEKK2 WT-MEK5	DNA FID counter	SUMO HTRF inh	NS3 helicase inh	IMP-1 inhibitor	NALP1 yeast inh	M18AAP inhibitor	VIM-2 inhibitor	MEKK2mut PB1 HTS
CC(=O)N1CCc2c(sc(NC(=O)CN3C(=O)c4ccccc4C3=O)c2C(N)=O)C1	95	-2	4	-3	-2.4	-2	10	-2.4	-2
CCc1cc(-c2n[nH]c(=S)n2-c2ccccc2C)cs1	.	-23	3	-3	-6.5	-42	-9	-0.1	.
O=C(CCNC(=O)c1ccccc1)NCCc1ccc(Cl)cc1	103	-13	-12	-11	-2.6	33	1	-1.3	1
CC(=O)Nc1sc2c(c1C(c1ccccc1Cl)N1CCN(CCO)CC1)CCCC2 (centres undefined)	122	22	-3	-52	-0.7	11	-6	-0.9	9
O=C(CCc1ccccc1)Nc1nccs1	98	-1	14	-16	-0.9	30	-10	1.8	-4

Screens (PubChem)
